Avidin bead fluor = green autofluorescence of compounds with avidin beads – biophysical, 488/530 nm, flow cytometry, artefact control, profiling panel | compound fluorescence 488/530 nm; stronger effect = higher value | fluorescence (KMESF) at 10 µM | 220,000 tested, 0.38% active | AID 1775, 2009; in the data active = fluorescence above about 47; also: inactives centre near 10
GSH fluor = compound fluorescence on glutathione beads, profiling panel, artefact control, biophysical, 488/530 nm, flow cytometry; GSH beads flow cytometry, compound fluorescence 488/530 nm; stronger effect = higher value; fluorescence (KMESF) at 10 µM; 190,000 tested, 0.25% active; AID 1776, 2009; in the data active = fluorescence above about 89;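 also: glutathione beads carrying GST-tagged Bcl family fusion proteins plus one bare bead set; values are compound well signal with DMSO vehicle wells as background; inactives centre near 16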
Mcl-1 Bim block = inhibitors of Bim peptide binding to Mcl-1, primary screen, biochemical, bead-based flow cytometry, multiplex | Bim peptide-Mcl-1 binding | inhibition, % at 10 µM | 190,000 tested, 0.1% active; in the data active = inhibition above about 40%;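 also: 0% = no compound tracer wells and 100% = peptide blocker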
Target sequence (Q07820 whole entry, looked up): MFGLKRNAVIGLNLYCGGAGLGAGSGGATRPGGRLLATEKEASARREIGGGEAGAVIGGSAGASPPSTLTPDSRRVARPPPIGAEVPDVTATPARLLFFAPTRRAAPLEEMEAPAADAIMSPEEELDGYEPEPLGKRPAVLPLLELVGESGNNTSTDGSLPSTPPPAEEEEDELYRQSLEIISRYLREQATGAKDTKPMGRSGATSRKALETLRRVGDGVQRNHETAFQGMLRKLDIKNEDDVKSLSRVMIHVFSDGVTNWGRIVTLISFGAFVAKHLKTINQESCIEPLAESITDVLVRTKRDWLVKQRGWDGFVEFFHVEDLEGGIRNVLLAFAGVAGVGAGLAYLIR
RGS8-Gao reg = RGS8-Galphao binding modulators, primary screen, biochemical, multiplexed bead flow cytometry; actives lie on both sides; response (percent of control binding), % at 10 µM; 220,000 tested, 0.34% active; AID 1423, 2008; in the data active = response below about 60% or above about 140%; inactive = in between;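 also: Galphao activated as the GDP aluminium fluoride complex binding bead-coupled RGS8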
Target sequence (P09471 whole entry, looked up): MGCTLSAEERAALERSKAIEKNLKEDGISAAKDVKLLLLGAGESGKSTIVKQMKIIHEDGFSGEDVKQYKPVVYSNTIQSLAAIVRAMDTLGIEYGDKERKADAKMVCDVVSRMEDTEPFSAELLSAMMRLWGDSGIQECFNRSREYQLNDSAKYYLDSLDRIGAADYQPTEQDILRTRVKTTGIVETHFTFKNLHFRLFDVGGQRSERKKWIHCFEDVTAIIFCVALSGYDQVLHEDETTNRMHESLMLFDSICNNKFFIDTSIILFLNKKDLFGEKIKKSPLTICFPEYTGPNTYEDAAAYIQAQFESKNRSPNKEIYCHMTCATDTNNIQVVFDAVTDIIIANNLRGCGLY
RGS4-Gao reg = modulators of RGS4 binding to Galphao, primary screen, biochemical, multiplexed bead flow cytometry; binding response (% of control), % at 10 µM; actives lie on both sides; AID 1415, 2008; Guanine nucleotide-binding protein G(o) subunit alpha (Homo sapiens), P09471; 220,000 tested, 0.33% active; in the data active = binding response below about 49% or above about 150%; inactive = in between;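 also: fluorescent Galphao activated with aluminum fluoride binding bead-coupled RGS4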
ABCG2 inh = ABCG2 efflux pump inhibitors, primary screen, multiplex with ABCB1, IgMXP3 cells, flow cytometry. Broad substrate specificity ATP-binding cassette transporter ABCG2 (Homo sapiens), Q9UNQ0. JC-1 efflux. inhibition, % at 6.6 µM. 190,000 tested, 0.1% active;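 active = inhibition above 80%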;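 also: 0% = DMSO and 100% = nicardipine control wells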
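Test system: IgMXP3 (ABCG2) plus far-red-tagged CCRF-Adr (ABCB1) cells / Amount: 3 million cells/mL in well / Reagent: JC-1 transporter substrate / Timing: 10 min compound exposure, 25 °C / Signal: flow cytometry, 530 nm JC-1 signal / Read-out: percent efflux inhibition, scaled nicardipine 100% to DMSO 0% / Benchmarks: nicardipine as high control, DMSO as low control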
Mcl1 Noxa PPI = Mcl-1/Noxa binding inhibitors, primary screen, biochemical, TR-FRET, 1536-well. Induced myeloid leukemia cell differentiation protein Mcl-1 (Homo sapiens), Q07820. TR-FRET Mcl-1/Noxa peptide binding, 2 h. inhibition, % at 21.7 µM. 220,000 tested, 1.5% active;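 active = compounds that cut the protein-peptide binding signal by more than 50% relative to plate controls in a single-dose test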;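 also: His-tagged Mcl-1 with rhodamine Noxa BH3 peptide and terbium anti-His antibody; 0% = Mcl-1 plus Noxa peptide wells and 100% = peptide-only wells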
ABCB1 block = ABCB1 efflux pump inhibitors, primary screen, cell-based, multiplex, flow cytometry, ABCG2 counter-screen; AID 1326, 2008; CCRF-Adr cells, JC-1 efflux; ATP-dependent translocase ABCB1 (Homo sapiens), P08183; 190,000 tested, 0.067% active; inhibition, % at 6.6 µM; in the data active = inhibition above about 40%;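 also: 0% = vehicle and 100% = reference inhibitor; higher value means more JC-1 retained so stronger ABCB1 efflux block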
RGS7-Gao = RGS7-Galphao binding modulators, primary screen, biochemical, multiplexed bead flow cytometry; Guanine nucleotide-binding protein G(o) subunit alpha (Homo sapiens), P09471; actives lie on both sides; binding response (% of control), % at 10 µM; 220,000 tested, 0.35% active; in the data active = binding response below about 49% or above about 150%; inconclusive = no clear call, values can overlap the other calls; inactive = in between;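 also: fluorescent Galphao held in activated GDP-AlF4 state binding bead-coupled RGS7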
Pf gamet viab = late stage P. falciparum gametocyte viability inhibitors, primary screen, ATP luminescence, HTS | P. falciparum stage V gametocytes, 24 h | inhibition, % at 10.9 µM | 150,000 tested, 0.065% active | AID 743093, 2013;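 active = inhibition above the mean plus 3 SD of compounds within the control limits, set per campaign, cut at about 38% in these data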;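 also: 0% = DMSO wells and 100% = medium only without gametocytes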
Mcl1-Bid inh = Mcl-1/Bid binding inhibitors, primary screen, biochemical, TR-FRET, 1536-well; Induced myeloid leukemia cell differentiation protein Mcl-1 (Homo sapiens), Q07820; TR-FRET Mcl-1/Bid-Dy647 peptide binding; inhibition, % at 21.7 µM; 220,000 tested, 0.97% active;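 active = compounds that cut the binding signal by more than half at the single screening dose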;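 also: His-tagged Mcl-1 with europium anti-His antibody binding Bid BH3 peptide; 0% = Mcl-1 plus peptide wells and 100% = peptide-only wells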
Numbers without * were called inactive; u = inconclusive; x = no result given.

SMILES	Avidin bead fluor	GSH fluor	Mcl-1 Bim block	RGS8-Gao reg	RGS4-Gao reg	ABCG2 inh	Mcl1 Noxa PPI	ABCB1 block	RGS7-Gao	Pf gamet viab	Mcl1-Bid inh
Cn1c(=O)cc(OCCCC(=O)NCc2ccco2)c2ccccc21	12	26	-2	82	90	3	16	0.2	99	-27	0
CCOc1ccc2nc(NS(=O)(=O)c3ccc(NC(C)=O)cc3)sc2c1	15	32	-4	106	103	0	10	-0.1	109	x	0
CCc1cc(C(=O)O)c(NC(=O)/C=C/c2ccc(OC)c(OC)c2)s1	9	17	1	99	98	-4	25	-1.0	u	-19	-19
COC(=O)c1ccc(N2CCC(c3cc(-c4ccc(OC)cc4)n[nH]3)CC2)c([N+](=O)[O-])c1	6	25	-4	102	104	12	5	1.0	105	-9	-7
Cc1ccc(CN(C)C(=O)c2ccccc2Oc2ccccc2)o1	7	15	-2	97	96	2	3	0.3	94	-4	0
CC(C)CC(=O)N=C1SC2CS(=O)(=O)CC2N1Cc1ccccc1 (centres undefined)	11	11	-3	87	80	1	19	0.4	88	x	-14
Cc1nn(-c2ccccc2)c(OC(=O)c2cccs2)c1S(=O)(=O)c1ccccc1	33	23	0	104	111	-1	19	-2.3	106	6	-22
COCCN1CCN(Cc2cn(C)nc2-c2ccc(Oc3ccccc3)cc2)CC1	6	x	x	103	103	x	-2	x	u	-9	-26
CC1CCc2nn(CC(=O)NCCC3=CCCCC3)cc2C1 (centres undefined)	7	14	0	101	102	2	10	0.2	102	x	-20
CC(=O)c1nn(-c2ccc(Br)cc2)cc1C(=O)c1ccccc1	3	6	-7	98	98	8	-3	0.2	96	1	-7
COc1ccc(NC(=O)CSc2nnc(-c3cccs3)n2Cc2ccco2)cc1OC	5	6	2	95	95	1	-8	0.3	93	-11	-39
Cc1cc(O)c(C=O)c2c1C(=O)Oc1c(CO)c(O)c3c(c1O2)C(O)OC3=O (centres undefined)	7	22	1	100	102	-2	53*	-0.7	102	x	40
Cc1cccc(N2C(=S)N=C(Nc3c(C)cccc3C)C23CCOC(C)(C)C3)c1 (centres undefined)	18	51	5	104	104	2	-3	0.5	116	x	-56
c1ccc(-c2nc(NCC3CCCO3)c3oc4ccccc4c3n2)cc1 (centres undefined)	18	6	0	105	109	5	29	1.3	109	x	17
Cc1ccccc1CS(=O)(=O)c1nnc([C@H](Cc2ccccc2)NC(=O)OC(C)(C)C)o1	48*	6	1	94	116	3	28	1.3	132	x	-42
Nc1nncn1C(=O)CCCN1C(=O)c2ccccc2C1=O	14	34	0	104	103	11	4	0.5	102	-9	-6
CCc1ccc(OCCOCC(O)CNC2CCCC2)cc1 (centres undefined)	6	16	-5	96	98	5	-11	0.6	102	-4	-12
CCOC(=O)CSc1ccc(S(=O)(=O)N(C)C2CCCCC2)cc1[N+](=O)[O-]	10	34	-7	101	101	13	x	1.2	103	-3	4
CCn1cc(C(=O)OCC(=O)N2C(C)CCCC2C)c(=O)c2ccc(C)nc21 (centres undefined)	8	13	0	101	99	1	22	0.1	u	1	29
CC(C)C(=O)NC(NC(=S)Nc1ccc(S(N)(=O)=O)cc1)C(Cl)(Cl)Cl (centres undefined)	14	10	-2	102	102	0	23	-0.3	102	-18	-46
Cc1cc(=O)oc2cc(OCC3CC(c4ccc(Cl)cc4)=NO3)ccc12 (centres undefined)	5	17	0	104	105	x	-26	x	104	-2	19
Cn1c(Cn2c(=O)sc3ccccc32)nnc1SCc1ccccn1	22	15	-1	99	100	0	30	0.0	100	30	0
COc1ccccc1C(=O)N1CC2(C)CC1CC(C)(C)C2 (centres undefined)	5	28	-2	103	96	4	17	1.1	95	-3	-4
CCSc1nc(N2CCOCC2)c2c(c1C#N)CC(C)(C)N(C)C2	9	34	-1	100	100	2	0	1.1	100	-33	-14
Cc1ccccc1Nc1nnc(SCc2cc([N+](=O)[O-])cc3c2OCOC3)s1	32	22	-1	101	102	7	9	1.3	101	x	-7

Continuation:
SMILES	Avidin bead fluor	GSH fluor	Mcl-1 Bim block	RGS8-Gao reg	RGS4-Gao reg	ABCG2 inh	Mcl1 Noxa PPI	ABCB1 block	RGS7-Gao	Pf gamet viab	Mcl1-Bid inh
CCc1ccc(N(C(=O)c2csnn2)C(C(=O)NC(C)(C)CC)c2ccccn2)cc1 (centres undefined)	26	9	-1	108	105	2	-5	0.8	104	-7	-7
CCOC(=O)N1CCN(C(=O)Nc2ccccc2)CC1	10	25	0	104	104	1	11	0.4	100	1	-7
CSc1nsc(SCC(=O)N2CCN(c3ccccc3)CC2)n1	24	38	-1	97	99	2	-10	0.3	109	-10	-45
COc1ccc(C(=O)C(CCC(CNC(C)(C)C)C(=O)c2ccc(OC)cc2)CNC(C)(C)C)cc1 (centres undefined)	15	14	-6	96	106	-1	16	-0.3	103	4	-2
Cn1ccnc1C(=O)c1cc(SCC(=O)N2CCOCC2)nc2ccccc12	8	14	-5	101	101	1	2	-0.5	u	-14	-16
O=C(Nc1nc2c(s1)CCCC2)c1cccc(S(=O)(=O)N2CCCc3ccccc32)c1	8	19	0	91	102	-5	-11	-0.6	102	-11	-16
Cc1cc2n(n1)C(c1sccc1C)Nc1c(C)cccc1-2 (centres undefined)	9	10	-2	102	104	3	2	0.3	99	-4	-27
Cn1c(=O)c2c(ncn2CC(=O)N/N=C/C(Br)=C/c2ccccc2)n(C)c1=O	16	20	-3	100	100	0	-25	0.5	99	5	-14
O=C(NC1=NCCS1)Nc1ccccc1	19	10	0	101	103	1	5	0.1	99	8	-19
CC(c1ccc(F)cc1)n1c(Cn2ncc3ccccc3c2=O)n[nH]c1=S (centres undefined)	22	11	-9	101	99	0	1	-0.2	102	x	-31
O=C(Nc1ccccc1C(=O)NCc1ccco1)NC1CCCCC1	8	4	0	103	104	6	14	0.5	100	19	-13
COc1ccc(OC)c(NC(=O)C2C3CCC(C3=C(C)C)C2C(=O)O)c1 (centres undefined)	8	17	-1	73	74	0	14	0.1	73	x	-36
CC(=O)NCCC(=O)Nc1ccc(F)cc1C	10	19	-2	100	99	0	-5	0.1	99	-9	2
Cc1ccc(-c2nc3ccccn3c2NC(=O)c2ccco2)cc1	x	18	-2	x	x	1	-9	0.5	x	-5	-9
CNCc1ccccc1OCC(=O)Nc1ccccc1	12	32	-4	102	105	27	7	0.7	101	x	-16
COc1cc(/C=C(/C#N)c2nc3ccccc3[nH]2)ccc1OCc1ccc(C(=O)O)o1	11	11	11	105	105	-1	17	-0.7	106	x	-22
C/C(Cn1nnc([N+](=O)[O-])n1)=N\NC(=O)c1ccc(O)cc1O	15	17	-4	99	102	-3	14	-0.5	100	5	-31
COc1cccc(C(O)Cc2nc3ccccc3n2C)c1OC (centres undefined)	9	10	0	100	102	-1	-14	-0.5	103	-13	-20
CCOc1cc(/C=C/C(=O)c2ccc(O)cc2)ccc1OCC(=O)N(C)C	6	10	-6	102	101	15	20	0.5	101	-4	-33
Cc1cccc(-c2cc3nc(C)cc(NCCCN(C)C)n3n2)c1	36	42	0	103	100	0	18	0.4	100	x	-16
N#Cc1ccc(COC(=O)CSc2nnc(N)s2)cc1	11	11	1	103	100	-1	12	-0.2	100	-12	-7
CSCCC(NC(=O)c1ccco1)C(=O)NCc1ccc(F)cc1 (centres undefined)	36	17	-1	101	100	6	11	1.0	99	-6	-21
CC1=CC(C)(C)N2C(=O)C3(C(C#N)=C(N)OC4=C3C(=O)CC(C)(C)C4)c3cc(C)cc1c32 (centres undefined)	12	35	-1	100	101	-3	-18	0.6	96	x	-35
CCCCC(=O)Nc1ccc(C(=O)NNC(=O)CCc2ccccc2)cc1	35	21	0	99	99	1	7	0.4	96	17	0
CC1(C)Cc2ccccc2C2CC(O)C(=O)N21 (centres undefined)	9	10	-1	96	96	-7	9	-4.7	93	x	-28

Next section.
SMILES	Avidin bead fluor	GSH fluor	Mcl-1 Bim block	RGS8-Gao reg	RGS4-Gao reg	ABCG2 inh	Mcl1 Noxa PPI	ABCB1 block	RGS7-Gao	Pf gamet viab	Mcl1-Bid inh
c1ccc(-c2csc3ncnc(N4CCc5ccccc5C4)c23)cc1	3	10	-3	95	97	16	10	1.3	92	4	8
N=C1C(c2nc3ccccc3s2)=C(O)CN1c1ccccc1	10	17	0	98	100	5	5	-0.2	99	1	1
CCCc1oc(C(=O)O)cc1CN1CCOCC1	11	54	0	100	100	1	-11	0.4	104	x	-2
O=c1[nH]c(-c2cccnc2)nc2sc(-c3ccccc3)cc12	12	7	1	100	93	5	40	0.9	u	x	48
CCC(C)(C)NC(=O)C(c1ccncc1)N(Cc1cccs1)C(=O)Cn1nnc2ccccc21 (centres undefined)	9	40	3	99	95	0	26	0.7	99	x	-19
Cc1ccc(O)c(CC(C)C)n1	18	61	-5	104	107	2	-6	0.4	97	x	-31
COC(=O)C1=C(NC(=O)c2ccc(C)cc2)CCS1	12	6	-2	105	109	2	-3	0.4	105	18	-23
COC(=O)c1cccc(NC(=O)Nc2ccccc2OC)c1	4	10	0	97	101	-1	18	-0.8	103	-17	-24
CCOC(=O)c1nc2ccccc2nc1C	13	11	0	104	103	8	-4	0.2	103	x	22
CCOC(=O)N1CCC(N(CCCOC)C(=O)Nc2cccc(OC)c2)CC1	3	14	0	97	101	23	-11	3.4	95	x	-39
CC(=O)Nc1ccc(C)cc1NC(C)=O	37	12	0	104	103	0	-7	0.3	106	13	1
CCC(=O)Nc1ccc(C(=O)NCc2ccccn2)cc1	9	17	-2	101	101	3	12	0.3	u	8	3
O=C(Nc1ccccc1)c1ccc(-c2ccccc2)s1	10	18	-1	100	101	3	8	0.0	u	1	-6
CN(C)c1cccc(N(C)C)c1CNC(=O)C(C)(C)C	8	x	x	100	104	x	3	x	u	-1	-5
CSc1ccc(S(=O)(=O)N2CCCC2)cc1	34	25	0	100	101	4	-4	0.6	98	x	-3

3 structures out of the list, sorted by formula weight, high to low:
SMILES	Avidin bead fluor	GSH fluor	Mcl-1 Bim block	RGS8-Gao reg	RGS4-Gao reg	ABCG2 inh	Mcl1 Noxa PPI	ABCB1 block	RGS7-Gao	Pf gamet viab	Mcl1-Bid inh
CCn1cc(C(=O)OCC(=O)N2C(C)CCCC2C)c(=O)c2ccc(C)nc21 (centres undefined)	8	13	0	101	99	1	22	0.1	u	1	29
CSCCC(NC(=O)c1ccco1)C(=O)NCc1ccc(F)cc1 (centres undefined)	36	17	-1	101	100	6	11	1.0	99	-6	-21
CNCc1ccccc1OCC(=O)Nc1ccccc1	12	32	-4	102	105	27	7	0.7	101	x	-16
